15-hLO-2 inh: qHTS Assay for Inhibitors of 15-hLO-2 (15-human lipoxygenase 2); 110,000 tested, 0.56% active; purified 15hLO-2, xylenol orange hydroperoxide absorbance; Polyunsaturated fatty acid lipoxygenase ALOX15B (Homo sapiens), O15296; Potency, µM (series often up to 57.1 µM), for inactives: at the top dose activity change, negative = inhibition, actives largely listed as inhibitors; further: potency means the concentration at half of the fitted maximal effect; nearly all actives have a fitted effect of over 60% in size; many of its hits are not listed in these tables
Target sequence (O15296 whole entry, looked up): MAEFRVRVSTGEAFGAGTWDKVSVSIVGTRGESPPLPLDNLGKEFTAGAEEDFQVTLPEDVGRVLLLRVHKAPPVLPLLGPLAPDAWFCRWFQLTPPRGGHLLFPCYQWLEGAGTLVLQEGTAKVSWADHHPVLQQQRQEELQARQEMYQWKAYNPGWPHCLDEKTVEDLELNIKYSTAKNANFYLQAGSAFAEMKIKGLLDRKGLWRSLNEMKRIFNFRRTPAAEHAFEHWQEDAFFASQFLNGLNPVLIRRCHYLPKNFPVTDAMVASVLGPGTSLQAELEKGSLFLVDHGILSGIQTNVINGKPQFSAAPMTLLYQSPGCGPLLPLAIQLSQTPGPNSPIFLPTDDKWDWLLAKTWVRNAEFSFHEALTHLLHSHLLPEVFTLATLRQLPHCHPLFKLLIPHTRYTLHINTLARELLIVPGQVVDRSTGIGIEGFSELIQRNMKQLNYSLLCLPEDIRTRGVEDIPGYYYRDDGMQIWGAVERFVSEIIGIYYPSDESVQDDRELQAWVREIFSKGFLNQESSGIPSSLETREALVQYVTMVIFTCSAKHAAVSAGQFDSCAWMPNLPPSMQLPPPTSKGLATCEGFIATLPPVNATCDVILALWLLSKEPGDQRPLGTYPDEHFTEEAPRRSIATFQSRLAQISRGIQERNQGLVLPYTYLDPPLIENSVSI
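Screening format was qHTS against 50 nM purified 15hLO-2 in Hepes pH 7.5 with detergent. Activity follows hydroperoxide formation from 45 uM arachidonic acid, measured as 573:405 nm absorbance ratio of the ferric-xylenol orange complex.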
ALOX12 inhib: qHTS Assay for Inhibitors of 12-hLO (12-human lipoxygenase). 150,000 tested, 0.12% active. Potency, µM (top dose mostly 57.1 µM), without a hit: at the top dose activity change, negative = inhibition, usual class: inhibitors. AID 1452, 2008. purified 12-hLO, xylenol orange hydroperoxide absorbance. Polyunsaturated fatty acid lipoxygenase ALOX12 (Homo sapiens), P18054; further: potency means the concentration at half of the fitted maximal effect; nearly all actives have a fitted effect of over 55% in size; many of its hits are not listed in these tables
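Purified human 12hLO (150 nM), preincubated 15 min with compound, then 40 uM arachidonic acid for 30 min, room temperature, Hepes pH 7.0 with 0.01% Triton X-100. Hydroperoxide detected by ferrous iron/xylenol orange; 573/405 nm absorbance ratio gives reaction progress.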
PNC assembly inh: High Content Assay for Compounds that inhibit the Assembly of the Perinucleolar Compartment; PC3M PTB-GFP, PNC prevalence imaging, 16 h; stronger effect = lower value; activity change (PNC), negative = inhibition, % at 10 µM; 140,000 tested, 3.1% active;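 active means readout at or below -70, meaning at least 70% loss of cells showing the perinucleolar compartment, a nuclear body marking cancer cells; inconclusive means readout between -30 and a set limit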;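 further: plate controls were DMSO wells for no effect and camptothecin positive control wells for full effect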
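Compounds are pinned in duplicate onto adhered PC3M cells stably expressing GFP-tagged PTB and incubated 16 h at 37 C. Cells are then fixed, nuclei stained with Hoechst, and PNC-positive cells counted.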
IMPase inh: qHTS Assay for Identifying the Cell-Membrane Permeable IMPase Inhibitors; Inositol monophosphatase 1 (Rattus norvegicus), P97697; CHO-M1 cells, IP1 accumulation, HTRF TR-FRET ratio; inhibition (IP1 accumulation), % at 46.1 µM; 120,000 tested, under 10 active; active means well fitted curve in the direction sought with a large enough effect in the signal ratio, not every such curve was filed as active; inconclusive means small, poorly fitted or top-dose-only effect, or a change in a side signal; inactive means no such curve, though single readings can be large or run the other way; the % refers to the signal ratio;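 further: cells stimulated with carbachol in lithium chloride buffer; plate controls were DMSO basal wells for no effect and reference inhibitor wells for full effect; higher means more IMPase inhibition seen as more IP1 and lower FRET ratio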
Target sequence (P97697 whole entry, looked up): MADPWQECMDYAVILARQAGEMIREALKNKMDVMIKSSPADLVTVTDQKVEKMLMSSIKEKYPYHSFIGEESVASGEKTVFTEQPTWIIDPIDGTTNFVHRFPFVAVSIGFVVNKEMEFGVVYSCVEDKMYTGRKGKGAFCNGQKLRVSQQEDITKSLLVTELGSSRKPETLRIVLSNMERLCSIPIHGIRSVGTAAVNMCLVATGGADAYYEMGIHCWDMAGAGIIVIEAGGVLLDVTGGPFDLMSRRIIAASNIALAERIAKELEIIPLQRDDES
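Elevated IP1 in lysates lowers TR-FRET signal (665/620 ratio and 620 channel reported). Cells were CHO-M1, given carbachol (50 uM as added) plus 50mM LiCl, pH 7.4, 30 min, 37C; compounds titrated up to 46 uM; AC50 by Hill equation.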
* hit, by the source's call; ? = inconclusive; · = no result given; & = joins results of further samples; [ ] = remark or other dose. Unless noted, the call rests on the fitted dose curve; in most records, active means well fitted curve in the direction sought with a large enough effect; inconclusive means small, poorly fitted or top-dose-only effect, or another doubt; inactive means no such curve, though single readings can be large; an effect the other way counts as inactive or inconclusive. Unless noted, on the % scale 0 is the no-effect control and ±100 the full control effect.

SMILES	15-hLO-2 inh	ALOX12 inhib	PNC assembly inh	IMPase inh
CC(=O)C1=C(C)N(Cc2ccccc2)C(=O)N[C@H]1c1cccc(C(F)(F)F)c1	·	-1%	22	·
CCCCCC(=O)NC(NC(=S)N1CCOCC1)C(Cl)(Cl)Cl (configuration not stated)	·	-5%	?	?
O=C(CCNS(=O)(=O)c1ccc(Br)cc1)NCc1ccc2c(c1)OCO2	-7%	-16%	7	?
O=C(COC(=O)c1ccccc1NS(=O)(=O)c1cccs1)NC1CCCCC1	·	-2%	34	27
O=C(CCc1ccccc1)N1CCN(c2ccc(Cl)cc2)CC1	7%	-15%	3	25
CCOC(=O)CSc1nc2c(sc(=S)n2-c2ccccc2)c(=O)[nH]1	·	-3%	?	·
Cc1ccc(C)c(-n2c(SCC(=O)Nc3nnc(C)s3)nnc2-c2ccoc2C)c1	-9%	-5%	?	-1
O=C1N=C(N2CCOCC2)S/C1=C1\C(=O)N(Cc2ccccc2)c2ccc(Br)cc21	-10%	-4%	39	8
Cc1ccc(C(=O)CSc2nnc(-c3ccco3)o2)o1	3%	-1%	?	0
COc1ccc(C(=O)O)cc1S(=O)(=O)Nc1cccc(C)c1	0%	3%	-24	3
O=C(CCNC(=O)Cn1cnc2ccccc2c1=O)NCC1COc2ccccc2O1 (configuration not stated)	31%[activator]	-5%	-11	10
Cc1cccc(NC(=O)c2c([N+](=O)[O-])c(C(C)(C)C)nn2C)c1	·	-2%	?	·
CN(C)CC(C)(C)CNC(=S)Nc1ccc(S(=O)(=O)N2CCOCC2)cc1	·	-3%	?	·
O=C(NC(=S)Nc1cccc(Cl)c1N1CCCCC1)c1ccc2c(c1)OCCO2	·	1%	14	·
O=C(CSc1ccccc1C(=O)NCCCN1CCCC1=O)NCc1ccco1	7%[2.29 µM]	-8%	?	7
COc1cccc(COCCN2CCN(S(=O)(=O)c3ccc(C)cc3)CCC2=O)c1	·	-2%	27	·
NC(=O)c1ccc[n+]([C@@H]2O[C@H](COP(=O)([O-])OP(=O)(O)OC[C@H]3O[C@@H](n4cnc5c(N)ncnc54)[C@@H](O)[C@@H]3O)[C@@H](O)[C@@H]2O)c1	-1%[25.6 µM]	-1%[25.6 µM]	·	2[20.6 µM]
Cc1ccc(NC(=O)NCCCN2CCOCC2)cc1	0%	4%	?	9
COc1cc(OC)nc(NC(=O)CN2CCN(c3ccc(F)cc3)CC2)n1	-3%	-6%	-24	0
CC1Cn2c(nnc2-c2cc3ccccc3cc2O)S1 (configuration not stated)	-8%	?	?	10
Cc1cc(O)c(-c2cc(C(=O)NCc3ccc4c(c3)OCO4)[nH]n2)cc1C	-18%	0%	-21	-5
COc1cc(C)c(/C=C(\C#N)C(=O)Nc2cccc(C)c2)cc1C(C)C	·	-2%	-11	·
CCOC(=O)c1c(NC(=O)CSc2n[nH]c(-c3ccco3)n2)sc(C)c1C	-12%	-16%	37	-6
Cc1ccc(N2CCN(c3ccc(C)cc3)C2c2ccncc2)cc1	16%	-13%	14	6
COc1ccc(CCC(=O)c2c(O)cc(OC3OC(CO)C(O)C(O)C3O[C@@H]3OC(C)C(O)C(O)C3O)cc2O)cc1O (some centres not stated)	-15%	-2%	·	·

(cont.)
SMILES	15-hLO-2 inh	ALOX12 inhib	PNC assembly inh	IMPase inh
C=CCNC(=O)/C(=C\c1cccc([N+](=O)[O-])c1)NC(=O)c1ccccc1	·	-4%	49	·
Cc1cc(C)cc(NC(=O)CSc2nnc(-c3ccccc3Br)o2)c1	-5%	-6%	-19	7
COc1cccc(C(=O)NC2CCN(CC(=O)NCc3ccccc3OC)CC2)c1	7%	1%	1	1
CSc1cccc(NC(=O)CSc2ccccc2)c1	-6%	1%	1	-3
Cc1noc(C)c1C(=O)NC(C)c1ccc2c(c1)OCO2 (configuration not stated)	3%	3%	?	-8
CCN1CCN(CCC(=O)Nc2cccc(OC)c2)CC1	2%	2%	13	-18
COc1cc(C=O)ccc1OCc1c(C)noc1C	-6%	13%	3	5
O=C(C[n+]1ccc(-c2nnc3n2CCC3)cc1)c1ccc(Cl)c(Cl)c1	·	2%	6	15
COc1cc(/C=N/NC(=O)c2ccc(-c3ccccc3)cc2)cc(OC)c1OC	·	0%	29	·
CCOC(=O)c1cnc2ccc(C(=O)OC)cc2c1NCc1ccco1	3%	2%	39	-6
ClC(Cl)Cl	-4%	1%	·	·
O=C(CN1C(=O)CSc2ccc(S(=O)(=O)N3CCCCC3)cc21)NCc1cccnc1	·	0%	50	·
CCC(C)[C@H](NC(=O)NCc1cccc(OC)c1)C(=O)O (some centres not stated)	1%	-5%	-5	2
CCOC(=O)c1cnc(SCC(=O)Nc2nnc(CC)s2)nc1N	-16%	0%	-15	5
C=C(C)COc1ccc(-c2n[nH]c(C)c2-c2ccccc2)c(O)c1	38%[activator]	-9%	?	11
Cc1ccc(S(=O)(=O)NC2=NCN(CCOC(=O)c3ccc([N+](=O)[O-])cc3)CN2)cc1	-9%	8%	15	-3
O=C(Cc1cc(=O)[nH][nH]1)N/N=C/c1c(Cl)cccc1Cl	·	-8%&-5%	?	1&1
Cc1ccc2c(c1)C(=O)c1ccccc1CS2=O (configuration not stated)	·	-3%	?	·
CC(=O)c1c(C)[nH]c(C(=O)OCC(=O)N(C)C)c1C	1%	8%	17	3
Cc1ccccc1CSc1nnc(-c2ccccn2)n1N	3%	1%	?	1[9.22 µM]
O=S(=O)(c1ccccc1Cl)N1CCCC1c1nc(-c2cccc(Cl)c2)no1 (configuration not stated)	11%[11.4 µM]	1%	39	4[1.84 µM]
CN(C(=O)c1ccccn1)C1(C(=O)NC2CCCCC2)CCCCC1	1%	-6%	-27	1
O=C(O)CCCC(=O)N1N=C(c2c(-c3ccccc3)c3cc(Cl)ccc3[nH]c2=O)CC1c1cccs1 (configuration not stated)	·	2%	13	·
Cc1nc(SCC(C)C)[nH]c(=O)c1Cc1ccccc1	2%	-4%	36	-9
COc1ccc(CC(=O)Nc2ccc(-c3cn4ccccc4n3)cc2)cc1	-3%	8%	25	-3

Laid out differently: entries from further up
Structure: O=C(CN1C(=O)CSc2ccc(S(=O)(=O)N3CCCCC3)cc21)NCc1cccnc1
  15-hLO-2 inh = ·
  ALOX12 inhib = 0%
  PNC assembly inh = 50
  IMPase inh = ·
Structure: COc1ccc(CCC(=O)c2c(O)cc(OC3OC(CO)C(O)C(O)C3O[C@@H]3OC(C)C(O)C(O)C3O)cc2O)cc1O (some centres not stated)
  15-hLO-2 inh = -15%
  ALOX12 inhib = -2%
  PNC assembly inh = ·
  IMPase inh = ·

Going on with the list.
SMILES	15-hLO-2 inh	ALOX12 inhib	PNC assembly inh	IMPase inh
COC(=O)COc1ccc(S(=O)(=O)N2CCOCC2)cc1	0%	-3%	-16	4
O=C(Cc1cn2ccsc2n1)OCc1ccccc1	-1%	2%	-1	-11
CCC1S/C(=N/N=C/c2cccs2)NC1=O (configuration not stated)	-2%	-1%	?	-1
C=C[C@@]1(C)CC(=O)[C@@]2(O)[C@@]3(C)[C@@H](O)CCC(C)(C)[C@@H]3[C@H](O)[C@H](OC(C)=O)[C@@]2(C)O1	16%	2%	·	0
CC(=O)Nc1ccc(Cl)cc1C1COC(=O)C1=N (configuration not stated)	·	5%	17	·
CC(C)c1nc(SCc2ccccn2)c2c(=O)n(C)c(=O)n(C)c2n1	5%	2%	25	-9
CCCc1[nH]nc2c1C(c1ccoc1)C(C#N)=C(N)O2 (configuration not stated)	·	-1%	38	·
CC(C)CN(CC(C)C)CC(O)COc1ccc([N+](=O)[O-])cc1 (configuration not stated)	·	1%	-1	·
O=C(NCc1ccco1)C(=O)NCc1ccccc1Cl	·	7%	86	-1
Cc1ccc(N/C=C/C(=O)c2ccccc2)cc1C	·	-10%	-14	·
Nc1cccc(C(=O)Nc2ccco2)c1	-1%	3%	?	-3
COc1ccc(NS(=O)(=O)c2ccc(O)c(C(=O)OCC(=O)N3CC(C)OC(C)C3)c2)cc1 (configuration not stated)	7%	2%	29	-8
N#Cc1nc(-c2ccccc2)oc1NCCN1CCCCC1	18%	20%	?	-8
COc1cccc2c(C)c(C(=O)O)[nH]c12	·	-8%	-100*	-3
O=C(NN=C1C2CC3CC(C2)CC1C3)c1cccc(S(=O)(=O)N2CCOCC2)c1	·	0%	29	·
CCSc1nc(-c2ccccc2)c2cc(Cl)ccc2n1	·	1%	10	-20
CCCc1cc(C(=O)NC2CCCC2)no1	1%	0%	4	-5
Cc1ccc(S(=O)(=O)n2nc(OC(=O)C3CCCCC3)cc2N)cc1	-3%	-10%	-16	4
Cc1ccc2nc(NC(=O)C(NS(=O)(=O)c3cccc4nsnc34)C(C)C)sc2c1 (configuration not stated)	1%	-17%	?	-3
COC(=O)CNC(=O)COC(=O)c1ccc(OC)c([N+](=O)[O-])c1	·	1%	15	3
O=C(OCn1nnc2ccccc2c1=O)c1cccnc1	-2%	0%	-17	3
CCOC(=O)CCc1c(C)nc2c(c(C)nn2C(C)(C)C)c1C	3%	0%	-25	-2
O=C(NC(c1ccccc1)c1ccccc1)N1CCN(CCO)CC1	-8%	-3%	28	6
Cc1c(N2C(=O)CS/C2=N\N=C\c2ccc(Cl)cc2)c(=O)n(-c2ccccc2)n1C	-4%	-3%	?	9
Nc1ccc(S(=O)(=O)N2CCCc3ccccc32)cc1	-3%	-7%	?	7

The list continues.
SMILES	15-hLO-2 inh	ALOX12 inhib	PNC assembly inh	IMPase inh
COc1cc2c(cc1OC)[C@H](Cc1ccc(O)cc1)NCC2	·	-6%	35	·
Cc1c(NC(=O)C2(C)CCCCC2)c(=O)n(-c2ccccc2)n1C	-1%	-1%	21	8
CCn1c(SCC(=O)O)nc2sc3c(c2c1=O)CCC3	6%	-2%	9	0
Fc1cccc(NC(=S)NCc2ccccn2)c1	·	-5%	-91*	·
COC(=O)C1=C(C)Nc2ncnn2C1c1ccc(OCc2ccccc2)cc1 (configuration not stated)	20%	-1%	-2	-5
COC(=O)C1=C(C)OC(N)=C(C#N)C1c1cc(OC)ccc1OC (configuration not stated)	-10%	-3%	43	3
CC1CCC(C(C)C)C(OCC(O)CN2CCOCC2)C1 (configuration not stated)	2%	3%	-110*	9
O=C(COc1ccc2c(C(F)(F)F)cc(=O)oc2c1)NCc1cccs1	·	1%	57	·
COCCn1c(C)c(C(=O)O)sc1=S	-4%	3%	?	1
COc1ccc(-c2ccc(N)[n+](CCCC(=O)O)n2)cc1	5%[25.6 µM]	-3%[25.6 µM]	·	?
Cc1ccc(C(NC(N)=O)c2ccccc2)cc1 (configuration not stated)	-5%	-8%	-25	1
Cc1cccc2c1N(C(=O)CN1C(=O)c3ccccc3C1=O)C(C)(C)c1ssc(=S)c1-2	·	-2%	13	·
COc1ccc2c(c1)c(=O)c(C(=O)c1ccc(Cl)cc1)cn2CC(=O)Nc1ccc(F)cc1	·	1%	27	·
CCCCC/C=N\NC(=O)Cc1ccc([N+](=O)[O-])cc1	·	-8%	-95*	-8
CCOC(=O)c1ccc(N/C=C\C(=O)c2cccc(OC)c2)cc1	·	-2%	19	·
O=[N+]([O-])/C(C(Cl)=C(Cl)Cl)=C(\Nc1ccc(F)cc1)n1cncn1	-29%	-8%	0	15
CC(=O)Nc1cc(-c2nn(C)c(=O)c3ccccc23)ccc1N1CCCCC1	-3%	7%	22	1
Cc1ccc(OCCCN2CCOCC2)c([N+](=O)[O-])c1	·	-4%	-20	·
Cc1onc(-c2ccccc2Cl)c1C(=O)N1CCN(c2ccccc2)CC1	-1%	-3%	?	2
O=C(NCCCN1CCCCC1)c1ccc2c(=O)n(CCc3ccccc3)c(=O)[nH]c2c1	20%	-3%	-27	-12

Screening results deposited in PubChem by National Center for Advancing Translational Sciences (NCATS).

Not all compounds are listed; count on the stated rates, not on these rows.
